Screening results (PubChem)
RGS4 inhibitor – human RGS4 inhibition; P49798; Transcreener GDP fluorescence polarization, RGS4-accelerated GTP hydrolysis; Potency, µM (highest dose often 114 µM), for inactives: top-dose activity change, negative = inhibition, hits mostly inhibitors; hit rate 0.039% among 390,000; AID 504845; further: on the % scale 0 is the no-effect control and ±100 the full control effect; nearly all actives have a fitted effect of over 75% in size; some results filed as inactive show a strong effect at the top dose
Target sequence (P49798 whole entry, looked up): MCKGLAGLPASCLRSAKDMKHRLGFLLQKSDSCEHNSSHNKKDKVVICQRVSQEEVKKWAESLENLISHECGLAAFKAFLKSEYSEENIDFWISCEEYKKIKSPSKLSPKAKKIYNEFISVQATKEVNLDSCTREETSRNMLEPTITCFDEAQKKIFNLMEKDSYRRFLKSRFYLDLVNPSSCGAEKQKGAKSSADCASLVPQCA
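MLSMR compounds (23 nl, pin-transferred) preincubated 10 min at room temperature with a 500nM (2x) first reagent, then RGS4 at 900nM (2x) plus Transcreener GDP mix added; fluorescence polarization (620/688 nm) read before and after 90 min at 30 °C.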
HP1b binding inh – HP1-beta chromodomain-methylated histone interaction inhibition | P83916 | AlphaScreen HP1-beta / biotin-H3K9me3 peptide binding | Potency, µM (top dose mostly 114 µM), inactives show at the highest dose activity change, negative = inhibition, usual class: inhibitors | hit rate 0.56% among 390,000 | AID 540317; further: nearly all actives have a fitted effect of over 70% in size; inactives centre near 23
Target sequence (P83916 whole entry, looked up): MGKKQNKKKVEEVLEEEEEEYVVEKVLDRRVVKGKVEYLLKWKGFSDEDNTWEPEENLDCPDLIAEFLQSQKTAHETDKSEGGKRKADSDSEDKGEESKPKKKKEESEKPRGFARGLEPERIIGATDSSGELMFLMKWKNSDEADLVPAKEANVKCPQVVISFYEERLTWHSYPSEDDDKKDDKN
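Compound inhibition of the preformed complex between 50 nM HP1-beta and 50 nM biotinylated H3K9me3 peptide was read by AlphaScreen. Buffer was PBS pH 7.4 with 0.01% Tween-20. Incubations ran 30 min at room temperature, with 10 ug/mL donor/acceptor beads.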
JMJD2A Tudor – inhibitors of human JMJD2A Tudor domain. O75164. AlphaScreen JMJD2A-Tudor / H3K4me3 peptide binding. Potency, µM (series often up to 114 µM), for inactives: top-dose activity change, negative = inhibition, hits mostly inhibitors. hit rate 4.4% among 390,000. AID 504339; further: on the % scale 0 is the no-effect control and ±100 the full control effect; nearly all actives have a fitted effect of over 50% in size
ERG Ets-DNA blk – blocks human ERG Ets domain binding to DNA. hit rate 0.028% among 370,000. Potency, µM (titrated, usually from 76.9 µM), inactives show at the highest dose FP activity, negative = inhibition, usual class: inhibitors. P11308. fluorescence polarization, His-ERG Ets domain / labelled DNA. AID 624246; active means well fitted inhibition curve with a large enough effect in the polarisation, with a control signal flat; inconclusive means small, poorly fitted or top-dose-only effect, or effect the other way, or a change in a side signal; inactive means no such curve, though single readings can be large or run the other way; the % refers to the polarisation;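 further: polarization taken with two DNA probes labelled with fluorescein and Texas red; % of control where 0% means no effect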
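His-tagged ERG Ets domain (1 uM in the protein solution; 300mM KCl, 50mM Tris-HCl, 1mM EDTA, 1mM DTT, pH 7.5) received compound, then a probe mix of 5 nM fluorescein-DNA and 100nM Texas-615-DNA. Fluorescence polarization was read for both dyes.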
Tb PGK inh – inhibitors of T. brucei phosphoglycerate kinase; P07378; Potency, µM (doses to about 57.5 µM), without a hit: at the highest dose activity change, negative = inhibition, hits mostly inhibitors; hit rate 0.043% among 380,000; AID 602233; PGK/GAPDH coupled, Kinase-Glo luminescence, 60 min; further: on the % scale 0 is the no-effect control and ±100 the full control effect; nearly all actives have a fitted effect of over 60% in size
Target sequence (P07378 whole entry, looked up): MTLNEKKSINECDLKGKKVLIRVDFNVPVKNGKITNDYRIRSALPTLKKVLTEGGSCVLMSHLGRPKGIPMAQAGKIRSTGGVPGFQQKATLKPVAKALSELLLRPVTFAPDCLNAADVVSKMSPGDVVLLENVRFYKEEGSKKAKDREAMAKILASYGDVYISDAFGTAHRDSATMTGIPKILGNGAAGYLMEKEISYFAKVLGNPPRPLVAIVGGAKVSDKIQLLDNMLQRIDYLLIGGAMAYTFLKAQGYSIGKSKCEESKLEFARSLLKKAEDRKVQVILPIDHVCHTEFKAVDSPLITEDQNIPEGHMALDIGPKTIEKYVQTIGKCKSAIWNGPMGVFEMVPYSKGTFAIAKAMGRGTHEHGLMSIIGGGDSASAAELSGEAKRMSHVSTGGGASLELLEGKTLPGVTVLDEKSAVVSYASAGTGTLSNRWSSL
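Recombinant glycosomal PGK reaction used 1,3-bisphosphoglycerate generated in-well by GAPDH (100nM final) in 100mM TEA pH 7.6, 5mM MgCl2, 0.01% Tween-20. After 60 minutes at room temperature, ATP was read by Kinase-Glo Plus luminescence end-point.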
TrxR1 inh – rat TrxR1 inhibition | O89049 | recombinant rTrxR1, NADPH fluorescence consumption, selenite substrate | Potency, µM (highest dose often 114 µM), for inactives: top-dose activity change, negative = inhibition, most hits filed as inhibitors | hit rate 1% among 390,000; further: on the % scale 0 is the no-effect control and ±100 the full control effect; nearly all actives have a fitted effect of over 65% in size
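Rat TrxR1 (90 nM in the dispensed reagent) was pre-reduced with 400 uM NADPH for 5 min at room temperature, then incubated with compound for 15 min. After 400 uM selenite was added, NADPH fluorescence (Ex 340/Em 450 nm) was followed for 8 min.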
12-LOX inh – blocks human arachidonate 12S-lipoxygenase | AID 1671190 | Potency, µM (doses to about 108 µM), without a hit: at the top dose activity change, negative = inhibition, usual class: inhibitors | purified 12hLO, xylenol orange hydroperoxide absorbance | P18054 | hit rate 1.1% among 580,000; further: on the % scale 0 is the no-effect control and ±100 the full control effect
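Purified human 12hLO at 150 nM in 25 mM Hepes, 0.01% Triton X-100, pH 7.0, preincubated 15 min at room temperature with compound. Reaction started with 40 uM arachidonic acid, 30 min at room temperature. Hydroperoxide measured by Fe-xylenol orange, 573/405 nm absorbance ratio.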
Pin1 inh – inhibitors of human Pin1 | Q13526 | Pin1 FP peptide displacement, HiFluor488, 10 min | Potency, µM (top dose mostly 115 µM), inactives show at the highest dose activity, negative = inhibition, hits mostly inhibitors | hit rate 0.009% among 390,000 | AID 504891; active means well fitted inhibition curve with a large enough effect in the polarisation, with a control signal flat, not every such curve was filed as active; inconclusive means small, poorly fitted or top-dose-only effect, or effect the other way, or a change in a side signal; inactive means no such curve, though single readings can be large or run the other way; the % refers to the polarisation; further: on the % scale 0 is the no-effect control and ±100 the full control effect
Target sequence (Q13526 whole entry, looked up): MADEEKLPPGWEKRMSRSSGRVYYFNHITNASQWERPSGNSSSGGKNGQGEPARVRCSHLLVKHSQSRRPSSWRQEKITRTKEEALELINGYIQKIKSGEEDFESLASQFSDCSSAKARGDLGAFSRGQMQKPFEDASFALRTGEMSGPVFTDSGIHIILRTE
GLS inh – inhibitors of human glutaminase (GLS); Potency, µM (highest dose often 45.5 µM), for the others: at the highest dose activity change, negative = inhibition, usual class: inhibitors; GLS enzymatic activity, qHTS titration; hit rate 0.21% among 410,000; O94925; further: on the % scale 0 is the no-effect control and ±100 the full control effect
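Read-out is an Amplex red fluorescence increase coupled through glutamate oxidase and HRP, measured before and after 30 min room-temperature incubation. hKGA is in 45 mM KH2PO4 (pH 8.2) with 0.02% Tween-20; glutamine added as 1mM solution.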
An asterisk follows results filed as active; i = inactive; u = inconclusive; x = not tested or not shown; & = joins results of further samples; [ ] = another dose, or the depositor's remark. Unless noted, the call rests on the fitted dose curve; in most records, active means well fitted curve in the direction sought with a large enough effect; inconclusive means small, poorly fitted or top-dose-only effect, or another doubt; inactive means no such curve, though single readings can be large; an effect the other way counts as inactive or inconclusive. Potency means the concentration at half of the fitted maximal effect. Only part of the results is shown, so the mix of outcomes need not match the whole.

Molecule	RGS4 inhibitor	HP1b binding inh	JMJD2A Tudor	ERG Ets-DNA blk	Tb PGK inh	TrxR1 inh	12-LOX inh	Pin1 inh	GLS inh
Fc1ccccc1N1CCN(c2nccn3nc(-c4ccc(Br)cc4)cc23)CC1	-26%	18%	4%	-10%	-1%	5%	0%	5%	-6%
COc1cc(/C=C(\C#N)C(=O)c2ccc(O)c(O)c2)cc(I)c1O	u	8.9µM*	8.9µM*	115%[activator]	u	u	u	u	13%
Cc1ccc(C23OCCN2CCn2nc4ccccc4c23)cc1 (centres undefined)	-5%	63%[activator]	-9%	15%	i	10%	-6%	-5%	0%
Cc1cccc(NC(=O)CN(C)S(=O)(=O)c2ccc(Cl)cc2)n1	-3%	60%[activator]	-4%	4%	-3%	9%	0%	6%	-1%
Cc1cc(=O)oc2cc(OC(C)C)ccc12	-19%	20%	-10%	8%	-12%	-4%	0%	-5%	-14%
COc1ccc(NC(=O)CN(C)C(=O)c2ccccc2SCC(=O)N2CCCC2)cc1	-32%	45%[activator]	-7%	-6%	i	11%	10%	-11%	-15%
Cc1nc(SCc2nc3ccc(C(=O)c4ccccc4)cc3[nH]2)c2oc3ccccc3c2n1	-13%	25%	-32%	x	5%	-8%[57.1 µM]	-1%	u	-3%
O=C(CN1CCOCC1)Nc1ccc(NC(=O)CN2CCOCC2)c(Cl)c1	18%[11.4 µM]	50%[activator]	8%[57.1 µM]	-5%	-2%	-3%[57.1 µM]	0%	6%	8%
CC1CCCCC12NC(=O)N(CC(=O)OCc1ccccc1Cl)C2=O (centres undefined)	-4%	15%	-8%	-10%	-9%	2%	-22%	2%	-9%
Cc1ccc2nc(SCC(=O)NCc3cccs3)[nH]c2c1	-11%	32%	-17%	21%	i	3%[11.4 µM]	7%	-2%	1%
Cc1ccc(/C=C/S(=O)(=O)NCC(=O)OCC(=O)Nc2ccc(C(=O)N(C)C)cc2)cc1	-6%	30%	-4%	4%	4%	7%	425%[activator]	-1%	-1%
CCOc1ccc(S(=O)(=O)N2CCN(C(=O)c3ccc(Cl)c(S(=O)(=O)N4CCOCC4)c3)CC2)cc1	-34%	12%	-2%	13%	0%	37%[activator]	-26%	2%	1%
COc1ccc(Br)cc1CNC(=O)C1CCN(C(=O)N(C)C)CC1	3%	20%	u	9%	-2%	4%[57.1 µM]	5%	3%	-8%
CCOC(=O)C1=C(C)c2ccccc2N(S(=O)(=O)C(F)(F)F)C1C(=O)OCC (centres undefined)	14%	69%[activator]	22%	u	i	20%	2%	0%	2%
Cc1ccc(NC(=O)c2cc(S(=O)(=O)NCCC3=CCCCC3)ccc2F)cc1F	28%&6%	26%&29%	-21%&-2%	13%&7%	8%&-2%	21%[57.1 µM]	u	3%&4%	-11%&6%
O=C(NCC(c1ccco1)N1CCCC1)c1cccc(NS(=O)(=O)c2ccc(Br)cc2)c1 (centres undefined)	-13%	6%	-28%	0%	i	-20%	-29%	3%	20%
NC(N)=Nc1nc(-c2ccccc2)c2ccccc2n1	-1%	35%	-16%	6%	-1%	7%[57.1 µM]	u	-6%	-2%
COc1ccc(NC(=O)c2nc(S(=O)(=O)Cc3ccc(C)cc3)ncc2Cl)cc1	u	34%	-15%	-3%	x	2.5µM*	-24%	-1%	7%
CC(=O)NS(=O)(=O)c1ccc(NC(=O)c2ccc(Br)o2)cc1	3%	82%[activator]	-13%	-6%	-8%	-6%[57.1 µM]	1%	-10%	-4%
Cc1ccc(C)c(-c2cc(C(=O)NC3CC3)c3ccccc3n2)c1	-13%	20%	-24%	5%	-3%	15%	u	2%	-22%
Cc1onc(-c2c(F)cccc2Cl)c1C(=O)OCC(=O)NCc1ccco1	13%	3%	-35%	3%	-6%	u	406%[activator]	u	9%
N#Cc1ccc(C(=O)Nc2cccc3ccccc23)c(F)c1	5%	21%	-5%	5%	4%	6%	0%	-6%	0%
CCNc1c(NC(=O)c2ccc3c(c2)OCO3)c(=O)oc2ccccc12	-6%	16%	-11%	-5%	5%	13%	u	3%	31%[activator]
COc1ccccc1NCCC(=O)OCC(=O)NCc1ccco1	-5%	-12%	u	-1%	u	-15%	365%[activator]	u	32%
O=S(=O)(c1ccccc1)N1CCNc2ccccc21	20%	1%	-27%	10%	3%	-6%	-9%	-10%	u

2 compounds picked at random from those above:
Molecule	RGS4 inhibitor	HP1b binding inh	JMJD2A Tudor	ERG Ets-DNA blk	Tb PGK inh	TrxR1 inh	12-LOX inh	Pin1 inh	GLS inh
Cc1ccc(C)c(-c2cc(C(=O)NC3CC3)c3ccccc3n2)c1	-13%	20%	-24%	5%	-3%	15%	u	2%	-22%
Fc1ccccc1N1CCN(c2nccn3nc(-c4ccc(Br)cc4)cc23)CC1	-26%	18%	4%	-10%	-1%	5%	0%	5%	-6%

(further entries)
Molecule	RGS4 inhibitor	HP1b binding inh	JMJD2A Tudor	ERG Ets-DNA blk	Tb PGK inh	TrxR1 inh	12-LOX inh	Pin1 inh	GLS inh
CCSc1nnc(C)c(=O)n1COC(=O)c1ccc(S(=O)(=O)N2CCCC2)cc1	9%	21%	-18%	-2%	i	-18%	0%	-13%	6%
O=C(COc1coc(CN2CCN(c3ccccc3F)CC2)cc1=O)NC1CCCCC1	1%	31%	-10%	14%	3%	15%	0%	-3%	-4%
O=C(c1cnccn1)N1CCN(S(=O)(=O)c2cccc(Cl)c2)CC1	-15%	24%	-12%	-8%	4%	5%[57.1 µM]	u	5%	-2%
Cc1ccc(NC(=S)N(C)Cc2cn(C)c3ccccc23)cc1	-42%	-15%	u	-13%	-30%	-22%	15%	0%	-1%
CCOc1ccccc1NC(=O)C1CCN(S(=O)(=O)c2cccs2)CC1	-25%	37%[activator]	11%	7%	2%	-16%	-3%	5%	-3%
CCCN(CC(=O)Nc1ccc(F)c(F)c1F)C(=O)c1cc([N+](=O)[O-])ccc1N1CCOCC1	10%	19%	-14%	-7%	0%	-3%	-13%	0%	2%
O=C(Nc1ccc2nc(-c3ccco3)c(-c3ccco3)nc2c1)N1CCCC1	u	10µM*	14µM*	x	x	u	x	u	x
CC(=O)Cc1nsc(NC(=O)c2ccc(COc3cccc(C)c3)o2)n1	36%	23%	-6%	2%	3%	6%	14%	1%	7%
CCN(C(=O)COC(=O)/C=C/c1ccccc1Cl)c1c(N)n(Cc2ccccc2)c(=O)[nH]c1=O	26%	8%	-20%	-8%	2%	22%	-2%	3%	17%
O=C(COc1ccc(Cl)cc1)NCc1nnc(SCC(=O)N2CCCc3ccccc32)o1	-3%	27%	-9%	0%	i	-8%	0%	-2%	2%
COc1cccc(CN(C)C(=O)CCN=C2NS(=O)(=O)c3ccccc32)c1	6%	51%[activator]	-2%	10%	-1%	-23%	-21%	1%	-6%
O=C(Nc1cccc2c1CCCC2)c1ccc(F)cc1	-9%	41%[activator]	2%	6%	i	10%	u	7%	-2%
O=C1c2ccccc2NC2(CCCC2)N1O	-17%	24%	-13%	1%	-6%	25%[57.1 µM]	u	-3%	15%
CC(=O)C1(O)C(C)CC2C3CCC4CC(O)CCC4(C)C3=CCC21C (centres undefined)	-8%	18%	-9%	x	-8%[11.5 µM]	22%	-1%	0%	1%
COC(=O)CC1C(=O)NCCN1C(=O)c1c(F)cccc1F (centres undefined)	-25%	23%	-4%	3%	i	22%	-1%	-10%	7%
CN(Cc1cnccn1)C(=O)CC1C(=O)NCCN1Cc1cccc(Oc2ccccc2)c1 (centres undefined)	3%	19%	-21%	-7%	-3%	-10%	13%	-7%	0%
CCCCn1c(CNC(=O)C(C)(C)C)nc2ccccc21	-5%	32%	0%	-4%	-1%	3%[57.1 µM]	10%	2%	1%
COc1ccc(C2C(C#N)=C(N)N(c3cccnc3)C3=C2C(=O)CC(C)(C)C3)cc1OC (centres undefined)	-35%	53%[activator]	-11%	0%	i	18µM*	10%	5%	2%
COc1cc(NC(=O)C(CCS(C)(=O)=O)N2Cc3ccccc3C2=O)cc(OC)c1OC (centres undefined)	12%	19%	-14%	5%	2%	4%	3%	-7%	3%
Cc1ccc(Cn2ccnc2SCC(=O)Nc2ccccc2C(F)(F)F)cc1	-2%	0%[57 µM]	-31%	-3%	-10%	17%[57.1 µM]	-24%	-3%	7%
CN(/N=C/c1ccc(O)cc1O)c1nc(-c2ccccc2)cc(-c2ccccc2)n1	-27%	-2%	u	-4%	-3%	-9%	10%	3%	3%

Part of the list above, showing only ERG Ets-DNA blk.
structure | ERG Ets-DNA blk
COc1ccccc1NCCC(=O)OCC(=O)NCc1ccco1 | -1%
O=S(=O)(c1ccccc1)N1CCNc2ccccc21 | 10%
CCSc1nnc(C)c(=O)n1COC(=O)c1ccc(S(=O)(=O)N2CCCC2)cc1 | -2%
